# HT1080 IDH1KD tx = kills HT-1080 cells with IDH1 knockdown | actives 2% (n = 360,000) | HT-1080 IDH1 knockdown viability, ATP luminescence, 48 h | Potency, µM (series often up to 46.1 µM), without a hit: top-dose activity, negative = toxicity, actives largely listed as cytotoxic;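 also: potency is read from the fitted curve at half-maximal effect; 0% = DMSO wells and -100% = cell-free medium wells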
#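 % activity derives from luminescence (CellTiter-Glo), normalised to DMSO and no-cell wells. HT-1080-IDH1KD cells, 750/well, had 48 h compound exposure at 37 °C.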
# SW480 rerep = inducers of DNA re-replication in SW480 colon cancer cells. SW480 DNA re-replication, Hoechst DNA content imaging, 48 h. Potency, µM (doses to about 46.1 µM), for inactives: at the highest dose re-replication activation, actives largely listed as activators. actives 1.8% (n = 340,000); also: potency is read from the fitted curve at half-maximal effect; % of control where 0% means no effect; nearly all actives have a fitted effect of over 55% in size
#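 Treated cells incubate 48 hr (37 C, 5% CO2), are stained 40 min with Hoechst, and nuclear fluorescence is enumerated; a rise in nuclei with high DNA signal marks re-replication.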
# WRN inhibitor = WRN helicase (human) inhibition. WRN helicase unwinding, fluorescent forked duplex, kinetic. Q14191. Potency, µM (top dose mostly 114 µM), for the others: at the top dose activity change, negative = inhibition, hits mostly inhibitors. AID 651768. actives 0.46% (n = 360,000); also: potency is read from the fitted curve at half-maximal effect; % is scaled to controls: 0 for no effect and ±100 for the full control effect; nearly all actives have a fitted effect of over 55% in size
# Target sequence (Q14191 whole entry, looked up): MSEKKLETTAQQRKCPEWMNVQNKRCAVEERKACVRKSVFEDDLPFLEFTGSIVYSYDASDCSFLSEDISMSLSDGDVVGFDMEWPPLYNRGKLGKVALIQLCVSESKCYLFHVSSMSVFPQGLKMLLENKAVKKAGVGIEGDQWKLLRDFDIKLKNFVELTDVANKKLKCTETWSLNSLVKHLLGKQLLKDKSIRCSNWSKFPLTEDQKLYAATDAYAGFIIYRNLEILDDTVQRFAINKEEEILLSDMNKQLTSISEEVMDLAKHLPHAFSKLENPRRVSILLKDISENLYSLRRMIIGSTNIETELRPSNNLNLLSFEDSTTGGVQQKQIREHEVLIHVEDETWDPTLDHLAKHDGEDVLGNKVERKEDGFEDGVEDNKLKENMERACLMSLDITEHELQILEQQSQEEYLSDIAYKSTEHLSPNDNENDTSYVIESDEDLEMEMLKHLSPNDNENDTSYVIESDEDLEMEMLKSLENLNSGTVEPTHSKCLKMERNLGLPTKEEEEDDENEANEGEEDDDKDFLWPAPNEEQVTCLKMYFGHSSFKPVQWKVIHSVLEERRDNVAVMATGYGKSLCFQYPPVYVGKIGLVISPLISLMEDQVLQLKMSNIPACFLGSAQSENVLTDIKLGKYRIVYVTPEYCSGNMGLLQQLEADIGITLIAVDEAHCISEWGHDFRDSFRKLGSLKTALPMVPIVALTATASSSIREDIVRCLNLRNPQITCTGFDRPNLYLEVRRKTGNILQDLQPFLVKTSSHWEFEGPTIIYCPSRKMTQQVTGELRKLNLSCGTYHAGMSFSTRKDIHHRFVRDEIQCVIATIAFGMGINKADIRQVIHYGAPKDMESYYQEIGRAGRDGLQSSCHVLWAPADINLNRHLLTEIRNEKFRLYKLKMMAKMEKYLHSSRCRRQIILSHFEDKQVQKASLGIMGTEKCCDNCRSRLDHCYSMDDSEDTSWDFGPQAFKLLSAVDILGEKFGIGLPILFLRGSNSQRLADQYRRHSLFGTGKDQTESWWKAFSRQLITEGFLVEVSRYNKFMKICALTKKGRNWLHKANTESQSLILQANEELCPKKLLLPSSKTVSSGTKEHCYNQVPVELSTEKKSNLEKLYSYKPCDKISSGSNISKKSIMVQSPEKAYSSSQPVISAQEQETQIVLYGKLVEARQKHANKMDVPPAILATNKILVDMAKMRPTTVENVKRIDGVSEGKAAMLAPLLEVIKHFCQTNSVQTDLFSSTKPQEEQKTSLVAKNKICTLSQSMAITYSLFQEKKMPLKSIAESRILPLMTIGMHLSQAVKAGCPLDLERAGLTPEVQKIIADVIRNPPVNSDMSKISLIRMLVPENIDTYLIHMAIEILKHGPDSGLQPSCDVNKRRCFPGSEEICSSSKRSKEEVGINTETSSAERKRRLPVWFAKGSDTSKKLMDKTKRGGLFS
#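 Fluorescence dequenching readout, ex 525 nm/em 598 nm, kinetic mode: forked duplex DNA (100 nM final) with adjacent fluorophore and quencher unwound by WRN (20 nM final) with 2 mM ATP. Compound preincubation 15 min, room temperature.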
# HT1080NT lethal = kills 2HG-producing HT-1080-NT fibrosarcoma cells; HT-1080-NT fibrosarcoma viability, CellTiter-Glo ATP luminescence, 48 h; Potency, µM (highest dose often 46.1 µM), without a hit: top-dose activity, negative = less viability, actives largely listed as cytotoxic; actives 1.6% (n = 360,000); AID 686970;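 also: NT is the 2HG producing partner of a matched IDH1 knockdown line; potency is read from the fitted curve at half-maximal effect; 0% = DMSO-treated cells and -100% = media-only wells without cells; nearly all actives have a fitted effect of over 55% in size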
#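 Read-out is CellTiter-Glo luminescence after 10 minutes at room temperature, following 48 hours' compound treatment of HT-1080-NT cells (750 cells/well, RPMI, 5% FBS, 37 degrees C).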
# KB-3-1 tox = KB-3-1 parental cell cytotoxicity | KB-3-1 viability, CellTiter-Glo ATP luminescence, 72 h | Potency, µM (top dose mostly 46.1 µM), for inactives: top-dose activity change, negative = cytotoxic, actives largely listed as cytotoxic | actives 1.4% (n = 400,000) | AID 1347075; also: potency is read from the fitted curve at half-maximal effect; % is scaled to controls: 0 for no effect and ±100 for the full control effect; nearly all actives have a fitted effect of over 60% in size
#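 Cells are dispensed, compounds pinned in, plates held at 37 °C for 72 h, then CellTiter-Glo is added and luminescence read after 10 minutes. Cell line: parental KB-3-1 in phenol-red-free DMEM, 10% FBS.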
# IL1B secr inh = inhibitors of inflammasome signaling (IL-1 beta secretion). THP-1 LPS/ATP IL-1B secretion, AlphaLISA, 16 h; active compounds read low. activity change, % at 57.5 µM. actives 4.7% (n = 360,000); in the data active = activity change below about -50%; inconclusive = mostly about -30% to -49%; also: % is scaled to controls: 0 for no effect and ±100 for the full control effect
#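 THP-1 cells pretreated 1 hr with compounds (up to 57.5 uM final), then stimulated with LPS (250 ng/mL final) plus ATP (1.25 mM final); secreted IL-1B measured by AlphaLISA after 16 hr, decreased signal indicating inhibition.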
# MCF10A rerep = inducers of DNA re-replication in MCF 10A breast cells. actives 2.9% (n = 350,000). Potency, µM (series often up to 46.1 µM), without a hit: at the top dose activity, positive = re-replication, hits mostly activators. AID 624296. MCF 10A DNA re-replication, Hoechst nuclear intensity, 48 h; also: potency is read from the fitted curve at half-maximal effect; % of control where 0% means no effect; nearly all actives have a fitted effect of over 50% in size
# ATXN2 expr inh = ATXN2 expression inhibition | HEK-293 ATXN2-luciferase reporter, luminescence, 24 h | actives 0.72% (n = 360,000) | Potency, µM (titrated, usually from 57 µM), for inactives: top-dose activity change, negative = inhibition, actives largely listed as inhibitors; also: potency is read from the fitted curve at half-maximal effect; % is scaled to controls: 0 for no effect and ±100 for the full control effect; nearly all actives have a fitted effect of over 55% in size
#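 ATXN2-luciferase reporter cells (luciferase flanked by upstream and downstream ATXN2 gene portions) were treated 24 h at 37 °C with compounds at up to 57 uM. SteadyGlo luminescence gave expression; GF-AFC fluorescence gave viability.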
# KB-V1 cytotox = kills drug-selected multidrug resistant KB-V1 cells. KB-V1 MDR cells viability, CellTiter-Glo, 72 h. Potency, µM (doses to about 46.1 µM), without a hit: top-dose activity change, negative = cytotoxicity, usual class: cytotoxic. actives 3.4% (n = 400,000). AID 1347076; also: potency is read from the fitted curve at half-maximal effect; % is scaled to controls: 0 for no effect and ±100 for the full control effect; nearly all actives have a fitted effect of over 60% in size
#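 Cytotoxicity via CellTiter-Glo luminescence after 72 h compound exposure at 37 degrees C. Cells: drug-selected KB-V1 line, DMEM phenol-red free plus 10% FBS. Compounds tested at multiple concentrations; normalized data fitted to concentration-effect curves.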
# * hit, by the source's call; u = inconclusive; x = not tested or not shown; & = joins results of further samples; [ ] = another dose, or the depositor's remark. Unless noted, calls follow the shape of the dose curve; as a rule, active = well fitted curve in the direction sought with a large enough effect; inconclusive = small, poorly fitted or top-dose-only effect, or another doubt; inactive = no such curve, though single readings can be large; an effect the other way counts as inactive or inconclusive.
# Preview:
# Screens in order: KB-V1 cytotox, HT1080 IDH1KD tx, WRN inhibitor, KB-3-1 tox, MCF10A rerep, HT1080NT lethal, IL1B secr inh, SW480 rerep, ATXN2 expr inh
CC(C)C[C@@H]1CC2=C(C(=O)OC(C)(C)O2)[C@H](CCc2ccccc2)O1
    u, 0.5%, -4.8%, 5.0%, x, -24.3%, 62.8, x, 17.3%
COC(=O)c1ccc2c(c1)C(NC(C)=O)CCc1cc(OC)c(OC)c(OC)c1-2 (stereo unspecified)
    0.82µM*, u, 1.9%, 0.146µM*, 0.116µM*, 0.0065µM*, -72.6*, 0.092µM*, -9.0%
O=C(Cc1coc2ccc3ccccc3c12)N1CCCC1
    12.2%, -0.7%, -14.4%, 4.9%, -2.6%, -0.3%, 1.4, -2.9%, -5.7%

# The listing, from the start:
# Screens in order: KB-V1 cytotox, HT1080 IDH1KD tx, WRN inhibitor, KB-3-1 tox, MCF10A rerep, HT1080NT lethal, IL1B secr inh, SW480 rerep, ATXN2 expr inh
CC(C)C[C@@H]1CC2=C(C(=O)OC(C)(C)O2)[C@H](CCc2ccccc2)O1
    u, 0.5%, -4.8%, 5.0%, x, -24.3%, 62.8, x, 17.3%
COC(=O)c1ccc2c(c1)C(NC(C)=O)CCc1cc(OC)c(OC)c(OC)c1-2 (stereo unspecified)
    0.82µM*, u, 1.9%, 0.146µM*, 0.116µM*, 0.0065µM*, -72.6*, 0.092µM*, -9.0%
O=C(Cc1coc2ccc3ccccc3c12)N1CCCC1
    12.2%, -0.7%, -14.4%, 4.9%, -2.6%, -0.3%, 1.4, -2.9%, -5.7%
CCOC(=O)c1cn(CC)c2ccc(Br)cc2c1=O
    0.9%, -4.0%, 5.9%, 28.1%, 15.1%, 30.0%, -4.3, -11.3%, 4.9%
Cc1ccc(/C=N/NC(=O)Cc2c(F)cccc2Cl)s1
    17.6%, -1.9%, -6.4%, -19.0%, 14.3%, 0.0%, -22.2, -6.7%, 36.3%[activator]
Cc1ccccc1C(=O)NC(=S)NC1CCS(=O)(=O)C1 (stereo unspecified)
    0.0%, -4.2%, 14.1%, 0.2%, 1.0%, -2.0%, 6.3, 12.3%, 0.7%
CCC(=O)Nc1ccc(S(=O)(=O)N2CCC(c3nc4ccccc4[nH]3)CC2)cc1
    3.3%, -12.9%, -3.2%, -3.3%, 5.9%, -14.6%, 7.7, -6.1%, -9.5%
Cc1noc(/C=C/N(C)C)c1S(=O)(=O)N1CCCC(C(=O)NCc2ccco2)C1 (stereo unspecified)
    u, 1.6%, -4.6%, 28.9%, 11.9%, 4.3%, -18.1, -16.0%, 6.7%
CC(C)Cc1cc(-c2ccco2)c(C#N)c(N)n1
    5.4%, -0.3%, -8.5%, -4.3%, 4.0%[9.22 µM], 4.1%, -7.8, -1.6%, 0.8%
O=C(CSc1nccn1Cc1ccccc1)NC1CCCC1
    -10.6%, -8.6%, -30.1%, 0.9%, 1.6%, -7.3%, 0.8, -2.7%, 5.4%&9.6%
O=[N+]([O-])c1ccccc1CCc1ccccc1[N+](=O)[O-]
    -0.5%, 0.4%, -10.6%, -0.7%, 7.8%, -7.3%, -5.4, u, 2.9%
COc1ccc([C@H]2C[C@H](n3cc(-c4ccc(F)cc4)nn3)[C@@H](O)CN2CC2CCCCC2)cc1
    -12.0%, -21.7%, -12.6%, u, x, u, -10.2, x, u
Cc1ccc(NC(=O)CCCc2c[nH]c3ccccc23)nc1
    0.0%, u, 4.3%, 4.8%, 0.6%, 2.3%, -3.3, 11.3%, u
CC1SC(c2ccccc2Cl)NC1=O (stereo unspecified)
    9.2%, -1.3%, -8.2%, -14.6%, 14.3%, -2.6%, -16.5, -0.4%, 7.1%
O=C(c1ccco1)N1CCN(C(=O)c2cc(Cl)nc3ccccc23)CC1
    -27.7%, 2.1%, 12.1%, 0.0%, -4.4%, 3.5%, 10.8, 1.8%, -0.7%

# Next part, overlapping the part above by three compounds.
# Screens in order: KB-V1 cytotox, HT1080 IDH1KD tx, WRN inhibitor, KB-3-1 tox, MCF10A rerep, HT1080NT lethal, IL1B secr inh, SW480 rerep, ATXN2 expr inh
Cc1ccc(NC(=O)CCCc2c[nH]c3ccccc23)nc1
    0.0%, u, 4.3%, 4.8%, 0.6%, 2.3%, -3.3, 11.3%, u
CC1SC(c2ccccc2Cl)NC1=O (stereo unspecified)
    9.2%, -1.3%, -8.2%, -14.6%, 14.3%, -2.6%, -16.5, -0.4%, 7.1%
O=C(c1ccco1)N1CCN(C(=O)c2cc(Cl)nc3ccccc23)CC1
    -27.7%, 2.1%, 12.1%, 0.0%, -4.4%, 3.5%, 10.8, 1.8%, -0.7%
CCS(=O)(=O)n1nc(-c2cccnc2)nc1NCc1ccc(F)cc1
    -0.9%, 4.7%, 4.9%, 11.4%, -0.4%, 5.9%, -6.8, 0.0%, -2.0%
Cc1ccc(-n2c(=O)c3sccc3n(CC(=O)NCC3CCCO3)c2=O)cc1F (stereo unspecified)
    -2.1%, 20.5%, 17.0%, 3.4%, -3.8%, 25.5%, 7.0, -0.8%, -5.1%
CCCNC(=O)C1(C)CCN(Cc2cc3ccccc3o2)C1 (stereo unspecified)
    4.3%, 13.2%, 5.7%, 0.0%, x, 8.9%, 30.7, x, 8.8%
CC1Cc2cc(/C(O)=C3/C(=O)C(=O)N(CCN4CCOCC4)C3c3ccc(N(C)C)cc3)ccc2O1 (stereo unspecified)
    u, 7.1%, -0.3%, -1.4%, 2.2%, 7.6%, 5.3, 22.6%, x
Cc1cc(NC(=O)NC(=O)c2ccccc2F)no1
    7.2%, -2.2%, 9.7%, u, 0.0%, 8.3%, 57.0, -4.6%, 9.7%
O=C(Nc1ccccc1N1CCCCC1)c1ccc(F)cc1
    -11.2%, -5.3%, 2.8%, -0.1%, 18.5%, 0.0%, 22.8, -3.6%, -23.9%
CC(C(=O)NC(=O)NC1CCCCC1)N1CCN(c2ccccn2)CC1 (stereo unspecified)
    u, -4.0%, 3.8%, 5.9%, 15.3%, -6.9%, -1.3, -2.1%, -3.7%
CCC1CCCCN1CCNC(=O)CCS(=O)(=O)c1ccc(Br)cc1 (stereo unspecified)
    -1.9%, 5.7%, 4.4%, 15.6%, u, -3.4%, -3.4, -3.6%, 2.7%
Cc1nn(C)cc1CNC(=O)C1(C)CC1(Cl)Cl (stereo unspecified)
    -1.3%, -2.0%, 11.0%, 3.2%, -24.1%, 0.9%, 1.5, 15.7%, 2.4%
O=C(Nc1cccc(Oc2ccc3c(c2)C(=O)NC3=O)c1)c1cccs1
    u, 2.0%, 0.2%, 4.2%, 4.1%, 1.0%, 0.0, -2.6%, 2.9%
COC(CNC(=O)c1ccc2c3c(onc13)-c1ccccc1C2=O)OC
    -16.6%, u, 50.1µM*, u, u, 23.1µM*, -96.8*, u, u
O=S(=O)(N[C@H]1C[C@@H](NS(=O)(=O)OCC(Cl)(Cl)Cl)C2CCCCC21)OCC(Cl)(Cl)Cl (stereo partly specified)
    -2.6%, -10.8%, -6.0%, u, u, -7.6%, 2.7, 26.4%, u
CC(/C=C1\SC(=S)N(C(C(=O)O)c2ccccc2)C1=O)=C\c1ccccc1 (stereo unspecified)
    u, 25.0%, -10.1%[11.6 µM], u, u, 1.1%, 9.0, 5.3%, -2.7%
N#Cc1cccc(C(c2nnnn2CCc2ccccc2)N2CCN(C3CCCCC3)CC2)c1 (stereo unspecified)
    u, 1.0%, -3.0%, -1.7%, 12.4%, 16.2%, u, -3.0%, 2.4%
COc1ccc(F)cc1C(=O)C1CCCN(Cc2c[nH]c3ccccc23)C1 (stereo unspecified)
    -16.7%, -30.0%, -7.4%, -3.5%, 26.9%, -28.2%, u, -13.0%, -32.1%

# (cont.)
# Screens in order: KB-V1 cytotox, HT1080 IDH1KD tx, WRN inhibitor, KB-3-1 tox, MCF10A rerep, HT1080NT lethal, IL1B secr inh, SW480 rerep, ATXN2 expr inh
NNC(=O)CN1CCN(c2ncc(C(F)(F)F)cc2Cl)CC1
    -15.9%, 1.0%, -6.0%, -8.8%, 6.3%, -2.4%, 28.3, 2.7%, -20.7%[11.3 µM]
COc1ccc(OC)c(/C=N/NC(=O)CC(=O)NC2CCCCC2)c1
    0.6%, 13.1%, 5.4%, 5.3%, -2.1%, 0.9%, 19.6, 5.7%, -3.0%
CCSC1=C(C#N)C(c2ccccc2Cl)CC(=O)N1 (stereo unspecified)
    -1.3%, -1.5%, 2.1%, 8.0%, 9.7%, -15.3%, u, 2.3%, 4.8%
CCCn1nnc(NC(=O)c2ccc3c(c2)OCO3)n1
    -1.0%, 3.4%, 2.4%, 13.4%, -0.5%, 10.4%, 5.3, -14.6%, -5.0%
Cc1nc(N)sc1C(=O)N/N=C/c1ccco1
    1.6%, -13.7%, -7.7%, -1.2%, 10.7%, 9.4%, 0.0, -4.4%, -0.7%
CC(=O)NCC(=O)OCC(=O)c1ccc(Br)cc1
    -3.6%, 0.8%, 5.4%, 2.2%, -84.5%[inhibitor], 1.2%, 18.4, -0.4%, -4.3%
O=C(COC(=O)/C=C/c1cccs1)Nc1ccc(F)cc1
    0.0%, 4.3%, 10.9%, 6.5%, 21.4%, 3.9%, -0.6, -11.0%, x
Cc1cccc(N(Cc2ccccc2)C(=O)CCl)c1
    u, 1.3µM*, 1.3%, -18.2%, u, 1.46µM*, -6.4, 20.6%, 0.752µM*
CCOC(=O)C(=O)NCc1ccc(/C=C2/N=C(C)C(C(=O)OCC)=C2O)o1
    7.4%, 12.5%, -23.6%, -14.7%, -4.8%, 6.8%, 2.1, -0.1%, -14.2%
CCC(=O)N(c1nnc(SCC(=O)c2ccc[nH]2)s1)C1CC1
    11.6µM*, 5.6%, 3.1%, 7.2%, -1.9%, 6.9%, 11.7, -1.4%, 16.7%
